# Lipid storage S3 = qHTS Assay for Lipid Storage Modulators in Drosophila S3 Cells | lipid storage change, negative = inhibition, % at the top dose, mostly 46.1 µM; hits show Potency in µM | AID 2685 | Drosophila S3 cells, BODIPY lipid droplet fluorescence, 18-24 h; cells fed with added oleic acid | 320,000 tested, 0.64% active; active = well fitted inhibition curve with a large enough effect in the signal ratio, with a control signal flat, not every such curve was filed as active; inconclusive = small, poorly fitted or top-dose-only effect, or effect the other way, or a change in a side signal; the % refers to the signal ratio
#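 Drosophila S3 cells loaded with oleic acid (400 uM, as added) and compounds at several concentrations; lipid droplets imaged by 488-nm laser-scanning cytometry, 500–530 nm intensity and object ratio to cell channel. Percent activity normalized to 20 uM Triacsin C.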
# Lipid storage S3 cell count max = recorded beside Lipid storage S3, whose call it bears; cell number change, %; measured here: cell count max response;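 cells counted by Cell Tracker Red CMTPX staining in the red channel; peak over a dose series mostly up to 46.1 µM; percent activity relative to internal control wells on each plate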
# An asterisk follows results filed as active; i = inactive; ? = inconclusive; / = no result given; & = joins results of further samples. % is set by controls: 0 for no effect and ±100 for the full control effect; potency is the fitted concentration of half-maximal effect.
compound | Lipid storage S3 | Lipid storage S3 cell count max
C=CCN1C(=O)C(Cc2ccc(SC(F)F)cc2)SC1=Nc1ccc(C(=O)O)cc1 (stereo not drawn) | ? | /
CCOc1ccc(NC(=O)NCCN2CCN(c3cccc(C)c3C)CC2)cc1 | ? | /
Cc1csc(C2=C(O)CN(c3ccc4c(c3)OCCOCCOCCOCCO4)C2=N)n1 | ? | /
O=C(O)c1ccc(CSc2nc3ccccc3o2)cc1 | -11% | 0
C=CCNC(=O)COc1coc(CN2CCN(Cc3ccccc3)CC2)cc1=O | i | /
Cc1ccc(/C=N/NC(=O)c2ccc(NC(=O)c3ccc(Cl)cc3)cc2)o1 | ? | /
Cc1nn(C)c(C)c1CN(C(=O)CCc1nnc(Cc2c[nH]c3ccccc23)o1)C(C)C | ? | /
O=C(c1ccc(OC2CCN(Cc3ccc(F)cc3)CC2)cc1)N1CCCC1 | ? | /
Cc1ccccc1Oc1cc(-n2ncc(Cl)c(Cl)c2=O)ncn1 | ? | /
COc1cccc(N2C(=O)C3CCCN3C2c2cccs2)c1 (stereo not drawn) | -10% | /

# A run of entries from further up, as a working copy:
compound | Lipid storage S3 | Lipid storage S3 cell count max
C=CCN1C(=O)C(Cc2ccc(SC(F)F)cc2)SC1=Nc1ccc(C(=O)O)cc1 (stereo not drawn) | ? | /
CCOc1ccc(NC(=O)NCCN2CCN(c3cccc(C)c3C)CC2)cc1 | ? | /
Cc1csc(C2=C(O)CN(c3ccc4c(c3)OCCOCCOCCOCCO4)C2=N)n1 | ? | /
O=C(O)c1ccc(CSc2nc3ccccc3o2)cc1 | -11% | 0

# Next part.
compound | Lipid storage S3 | Lipid storage S3 cell count max
O=C1CCC(C(=O)O)N1 (stereo not drawn) | ? | /
CCOc1ccc(C(=O)OCC(=O)NC2CCCCCCC2)cc1 | 14% | -17
Cc1ccc(NC(=O)C2CC(=O)N/C(=N/NC(=O)c3ccc(C)cc3)S2)cc1 (stereo not drawn) | 5% | 16
COc1ccc(-c2noc(CNC(=O)c3ccoc3C)n2)cc1 | ? | /
CCNC(=O)NC(=O)CN(C)c1ccccc1 | -7% | -16
O=C(CSc1nc(-c2ccccc2)cc(=O)[nH]1)Nc1ccc(F)c(F)c1 | ? | /
Cc1cc(C)cc(NC(=S)N2CCN(c3ccc(F)cc3)CC2)c1 | 0% | 0
COc1ccc(-n2ncc3c2CC(C)(C)CC3NC(=O)CCCN2CCCC2=O)cc1 (stereo not drawn) | i | /
CSc1cc(C)c(OCC(=O)Nc2c(C)nn(C)c2C)c(C)c1 | ? | /
O=C(Nc1ccc(Br)cn1)c1ccc(Cl)s1 | ? | /
CC(C)CC(=O)N1CCC(O)(CS(=O)(=O)Cc2ccccc2Cl)CC1 | ? | /
O=C(CCS(=O)(=O)c1ccc(Br)cc1)Nc1cc(F)ccc1F | 6% | 16
O=C(O)CC1c2ccccc2C=Cc2ccccc21 | ? | /
CCc1nnc(NC(=O)CSc2nnc(CNc3cccc(Cl)c3)n2CC)s1 | 20% | 13
Nc1nonc1-n1nnc(C(=O)N/N=C/c2ccc(Br)cc2)c1CSC1=NCCS1 | 4% | -9
CN(CC(=O)Nc1cccc(F)c1)C(=O)c1sccc1-c1ccccc1 | ? | /
CC(C)(C)Nc1c(-c2cccs2)nc2ccccn12 | -4% | 25
O=C1c2ccccc2CN1CCNS(=O)(=O)c1ccc2ccccc2c1 | -17% | -5
COc1ccc2c(C)cc(N3CCOCC3)nc2c1 | 4.6µM* | -8.6*
O=C(Nc1cc(S(=O)(=O)N2CCCCCC2)ccc1OCC(F)(F)F)C1CCC1 | i | -16
O=S(=O)(Nc1ccc(S(=O)(=O)N2CCCCC2)cc1)c1cccs1 | -7% | -2
O=C(CC1Sc2ncnn2C1=O)Nc1ccc(Br)cc1 (stereo not drawn) | -14% | -3
Cn1c(=O)cc(SCC(=O)N2CCN(C(=O)c3ccco3)CC2)c2ccccc21 | ? | /
CC1=C(C#N)C(NC(=O)c2ccccc2Cl)(C(F)(F)F)C(=O)N1 (stereo not drawn) | -2% | 5
Cc1ccc(C(=O)N2CCN(CCNC(=O)C(=O)NC(C)C)CC2)cc1 | -15% | 1
COc1ccccc1/C=C/[C@@H]1C[C@H]2CN(Cc3cccc(Cl)c3)C(=O)[C@]23CCCN13 | -4% | -4
O=C(Nc1ccccc1)N1CCCN(c2ccc(C(F)(F)F)cn2)CC1 | ? | /
CCCCN(CC)CCCNC(=O)CC1Nc2ccccc2NC1=O (stereo not drawn) | 19% | 7
COc1ccc(NC(=O)C(=O)NNC(=O)c2cccs2)cc1 | 0% | 12
CC(C)(CNc1ccc(C(F)(F)F)cc1[N+](=O)[O-])N1CCOCC1 | ? | /
COc1cccc(CNC(=O)CN2C(=O)COc3ccc(S(=O)(=O)N4CCC(C)CC4)cc32)c1 | i | -7
COC(=O)C1=C(C)N(Cc2ccccc2)C(=NCc2cccc(Cl)c2)N[C@H]1c1ccccc1 | -6%&2% | 6&-19
O=C(CCNS(=O)(=O)c1ccccc1)N1CCN(C(c2ccccc2)c2ccccc2)CC1 | ? | /
COc1cccc(CN(C)C(=O)CCN=C2NS(=O)(=O)c3ccccc32)c1OC | ? | /
O=C(O)COc1ccccc1C(Nc1ccccn1)c1cc(Cl)c2cccnc2c1O (stereo not drawn) | 8% | -7
COc1ccccc1-c1nnc(SCC(=O)N2CCCCC2)o1 | ? | /
COc1cc(/C=N/N2CCN(Cc3ccc(C)cc3)CC2)cc(OC)c1O | -8% | -18
O=C(CC(Nc1ccccc1)c1ccc(F)cc1)c1ccccc1 (stereo not drawn) | 11% | -18
CCc1c(C)sc(NC(=O)/C=C/c2ccc3c(c2)OCO3)c1C(=O)OC | 9% | 12
CCC1N=C(SC)NC(C)=C1C(=O)c1ccccc1 (stereo not drawn) | 1% | 4
CC1(C)CC(=O)C(C2C3=C(CC(C)(C)CC3=O)Oc3ccccc32)=C(O)C1 (stereo not drawn) | ? | /
COc1ccc(CNC(=O)CN2C(=O)NC(C)(c3cccc4ccccc34)C2=O)cc1OC (stereo not drawn) | 18µM* | -4.8*
CCCc1cc(=O)c2ccc(OC/C(C)=N/O)cc2o1 | 13% | 0
COc1cc(Cc2nc3ccc(S(=O)(=O)N4CCOCC4)cc3[nH]2)cc(OC)c1OC | i | 18
Cc1cc(C)n2nc(SCc3nnc(SCCCCl)o3)nc2n1 | -14% | 7
CC(=O)c1c(NCCc2ccccc2)cc(C)oc1=O | 1% | 24
COc1ccc(C(=O)N/N=C/c2cn[nH]c2-c2ccc(OC)cc2OC)cc1 | ? | /
CN1CCN(C(=O)c2ccc(-c3ccccc3)cc2)CC1 | ? | /
Cc1nn(-c2cccc(C(F)(F)F)c2)c(Cl)c1/C=N/Nc1cccc(C(=O)O)c1 | ? | /
OCCCNc1nc(-c2ccccc2)c2cc(Br)ccc2n1 | 4% | -18

# Continued.
compound | Lipid storage S3 | Lipid storage S3 cell count max
C=CCNC(=O)c1ccc2c3n(nc2c1)-c1ccccc1CO3 | 5% | 13
O=C(NCCN1CCOCC1)Nc1ccccc1 | ? | /
CC(=O)Nc1ccc(S(=O)(=O)N2CCN(c3ccc([N+](=O)[O-])cc3)CC2)cc1 | ? | /
CCc1c(C)c2ccc(OCC(=O)NCC3CCC(C(=O)O)CC3)c(C)c2oc1=O (stereo not drawn) | ? | /
O=C(NCc1ccccc1)C(c1ccco1)N(C(=O)c1ccccn1)c1ccccc1 (stereo not drawn) | ? | /
CCOc1ccc(OCCC(=O)OCC(=O)Nc2cc(OCC)c(N3CCOCC3)cc2OCC)cc1 | ? | /
COC(=O)CCc1c(C)nc(N)[nH]c1=O | ? | /
O=C(CSCc1ccc(Cl)cc1)Nc1ccc(S(=O)(=O)N2CCCCCC2)cc1 | ? | /
CC[n+]1c(C)n(-c2ccccc2)c2ccc(C(=O)OC)cc21 | 1% | 6
Cc1cc(NC(=O)COC(=O)[C@H](C)NC(=O)c2ccccc2)no1 | ? | /
C=C(Cl)COc1ccc2c(C)cc(=O)oc2c1 | 2% | 1
CCc1ccc(-c2ccc(C(=O)C(F)(F)F)[nH]2)cc1 | 18% | -13
COc1ccc(CCNC(=O)CCNS(=O)(=O)c2cccc(Cl)c2)cc1OC | ? | /
Cc1cc(-c2ccn[nH]2)c(C)s1 | 18% | 20
Nc1n[nH]c(N)c1N=Nc1cccc(F)c1 | 3% | -1
CCC(c1nnc(SCC(=O)Nc2c(F)cccc2F)n1Cc1ccccc1)N(C)C (stereo not drawn) | i | 14
COc1ccc(CCNC(=O)CSc2nnc(C(C)N(C)C)n2Cc2ccccc2)cc1OC (stereo not drawn) | ? | /
COc1ccc(C(N)=S)cc1 | 0% | 5
OCc1ccccc1OCCCN1CCC(Cc2ccccc2)CC1 | ? | /
CCOC(=O)C1(Cc2ccccc2C)CCCN(C(=O)CCn2nccc2C)C1 (stereo not drawn) | 1% | 6
CCN(CC)S(=O)(=O)c1cc(NC(=O)C(=O)c2c(-c3ccccc3)cc3ccccn23)ccc1C | ? | /
COc1cccc(NC(=O)Cn2c(=O)n(CC3CCCO3)c(=O)c3ccccc32)c1 (stereo not drawn) | ? | /
CCOc1cc(-c2nnc(NC(=O)c3ccco3)o2)cc(OCC)c1OCC | -4% | -16
CC(=O)NS(=O)(=O)c1ccc(NC(=S)NC(=O)C2CCC2)cc1 | ? | /
CNc1nc(C)c(C(C)=O)cc1C#N | ? | /
Cc1cc(=O)[nH]c(SCC(=O)OCc2ccccc2)c1C#N | ? | /
CCCCOc1ccc(/C=N/NC(=S)Nc2cccc(C)c2C)cc1 | ? | /
O=C(Nc1ccc(Cl)c(Cl)c1)c1csc(-c2ccccc2)n1 | i | /
Cc1ccc(S(=O)(=O)N2CCN(C(=O)CCC(=O)NC3CCCc4ccccc43)CC2)cc1 (stereo not drawn) | ? | /
C=CCn1c(N2C(=O)CC(Cc3ccccc3)C2=O)nc2ccccc21 (stereo not drawn) | ? | /
Cc1cc(C)n2nc(C(=O)N/N=C/c3cccc(Cl)c3)nc2n1 | -18% | -5
CC(C)N1CCN(Cc2ccc(Oc3ncccn3)cc2)CC1CCO (stereo not drawn) | ? | /
CCC(=O)N1CCc2cc(S(=O)(=O)CCC(=O)N3CCN(c4ccc(C(C)=O)cc4)CC3)ccc21 | i | /
O=C(c1cnn2c(C(F)(F)F)cc(-c3ccco3)nc12)N1CCc2ccccc2C1 | ? | /
CN1CCN(c2ccc(NC(=O)COc3ccccc3)cc2Cl)CC1 | ? | /
COc1ccc(OC)c(NC(=O)CSc2nnc(-c3ccco3)n2-c2ccccc2)c1 | ? | /
Cc1nc2sc(C(c3ccccc3)N3CC(C)OC(C)C3)c(O)n2n1 (stereo not drawn) | ? | /
O=[N+]([O-])c1cc2c(cc1/C=N\NS(=O)(=O)c1ccccc1)OCO2 | 25% | /
Cc1ccc(-c2csc3ncn(/N=C/N(C)C)c(=O)c23)o1 | ? | /
O=C(CNC(=O)c1cnccn1)Nc1ccc(F)c(F)c1F | ? | /

# Quoted at random: 3 compounds from above.
compound | Lipid storage S3 | Lipid storage S3 cell count max
O=C(c1cnn2c(C(F)(F)F)cc(-c3ccco3)nc12)N1CCc2ccccc2C1 | ? | /
CN1CCN(c2ccc(NC(=O)COc3ccccc3)cc2Cl)CC1 | ? | /
Cc1ccc(-c2csc3ncn(/N=C/N(C)C)c(=O)c23)o1 | ? | /

# (further entries)
compound | Lipid storage S3 | Lipid storage S3 cell count max
Cc1cc(=S)n(-c2ccccc2)n1C | ? | /
CCOC(=O)CSc1nnc(Cn2c(=O)sc3ccccc32)n1C | 8% | -1
COc1ccc(C(CC(=O)O)NC(=O)COc2ccc(C)cc2)cc1OC (stereo not drawn) | 1% | 19
O=C(c1ccc2c(c1)OCO2)N1CCCc2ccccc21 | 18% | -12
Cc1cccc(CSc2nc3sc(C)c(C)c3c(=O)n2Cc2ccco2)c1 | i | 30
CN(C)S(=O)(=O)c1ccc(NC(=O)N2CCN(c3ccccc3)CC2)cc1 | ? | /
Cc1nnc(SCC(=O)Nc2cccc(S(N)(=O)=O)c2)n1-c1ccccc1 | ? | /
COc1ccc2c(COC(=O)c3n[nH]c4ccccc34)cc(=O)oc2c1 | i | 9
CNC(=O)c1ccc(NC(=O)CCNC(=O)Nc2ccccc2)cc1 | ? | /
CCCCN1C2CCCC1CC(NC(=O)c1cccc(Cl)c1)C2 (stereo not drawn) | -8% | -8
CN(NC(=O)c1ccco1)c1nc2ccccc2nc1C(F)(F)F | ? | /
Cc1c(C(=O)Nc2ccc(S(=O)(=O)N(C)C3CCN(C)CC3)cc2)oc2ccccc12 | 19% | -9
CSc1nsc(SCC(=O)Nc2ccccn2)n1 | ? | /
CCOC(=O)c1c(C)nc2c(c1-c1ccccc1)C(=O)CCC2 | 12% | /
COc1cc2c(cc1OC)C(c1ccc(Br)cc1)N(C(=O)c1ccccc1C(=O)O)CC2 (stereo not drawn) | ? | /
CC(NC(=O)COC(=O)c1cc(Cl)ccc1O)C1CC2CCC1C2 (stereo not drawn) | ? | /
CCOC(=O)c1c(NC(=O)c2cc(C)on2)c2cc([N+](=O)[O-])ccc2n1C | 2% | 7
CCOC(=O)CSc1nnc(CNC(=O)c2cccc(C)c2)n1-c1ccccc1OC | -10% | -16
Cc1cccc(-c2ccc(NC(=O)C3CCN(CC4CC4)CC3)cc2)c1 | ? | /

# Bioassay records deposited in PubChem BioAssay by National Center for Advancing Translational Sciences (NCATS).

# Not all compounds are listed (hit frequency here may not be typical).
